Screening data: PubChem BioAssay, several laboratories
CAL PDZ FP-1: CAL PDZ peptide-binding inhibitors, primary screen, biochemical, fluorescence polarization, Cer-tagged CAL PDZ, HTS | purified CAL PDZ, TMR-peptide fluorescence polarization, 1 h | inhibition, % at 20 µM | 330,000 tested, 0.02% active | AID 504414, 2011;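 active = highest replicate inhibition of at least 40%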;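 note: plate controls were DMSO neutral control wells for no effect and unlabeled competitor peptide control wells for full effect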
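Test system: purified CerCALP PDZ construct; Compound dosing: one concentration, 20 µM compound; Also added: TMR-labelled reporter peptide T*-PRC34 bound in PDZ groove; Read-out: inhibition from polarization loss; Controls: unlabelled peptide and DMSO controls; Signal: FP readout, S and P plane fluorescence; Incubation: 1 h at RT.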
CAL PDZ FP-2: untagged CAL PDZ binding inhibitors, primary screen, biochemical, fluorescence polarization, HTS; purified CAL PDZ, TMR-peptide fluorescence polarization, 1 h; AID 602252, 2012; inhibition, % at 24.9 µM; 300,000 tested, 0.92% active; Golgi-associated PDZ and coiled-coil motif-containing protein (Homo sapiens), Q9HD26;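 active = mean inhibition of at least 30% with at least half of replicates also reaching 30%; inconclusive = no clear call, values can overlap the other calls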;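 note: 0% = DMSO neutral control and 100% = excess unlabeled competitor peptide PRC23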
SR-BI HDL uptake: inhibitors of SR-BI mediated HDL lipid uptake, primary screen, ldlA[mSR-BI] cells, fluorescence, single point. Scavenger receptor class B member 1 (Mus musculus), Q61009. ldlA[mSR-BI] CHO cells, DiI-HDL uptake fluorescence, 3 h. inhibition, % at 12.5 µM. 320,000 tested, 0.96% active. AID 488896, 2010;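 active = mean replicate inhibition of at least 70% and a set share of replicates each scoring 70 or more; inconclusive = meets just one of the two criteria; inactive = fails both criteria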;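 note: 0% = median of neutral control wells and 100% = median of positive control wells; values of inactives mirror those of a sister screen read the other way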
Target sequence (Q61009 whole entry, looked up): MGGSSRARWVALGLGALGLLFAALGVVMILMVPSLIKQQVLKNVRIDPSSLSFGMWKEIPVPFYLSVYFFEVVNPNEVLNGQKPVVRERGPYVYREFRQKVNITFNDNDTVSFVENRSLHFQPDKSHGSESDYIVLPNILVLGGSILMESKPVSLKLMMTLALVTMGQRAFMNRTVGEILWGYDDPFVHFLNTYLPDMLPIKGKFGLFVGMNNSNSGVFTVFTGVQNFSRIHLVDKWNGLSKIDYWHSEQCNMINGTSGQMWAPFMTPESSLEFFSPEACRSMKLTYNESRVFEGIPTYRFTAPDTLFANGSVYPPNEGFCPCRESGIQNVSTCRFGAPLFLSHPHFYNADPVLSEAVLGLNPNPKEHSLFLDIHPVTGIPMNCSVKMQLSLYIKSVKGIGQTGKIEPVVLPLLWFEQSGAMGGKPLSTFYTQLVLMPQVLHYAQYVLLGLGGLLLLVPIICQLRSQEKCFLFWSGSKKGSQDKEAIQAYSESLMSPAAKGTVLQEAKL
phage Ecoli inh: growth loss of phage-infected E. coli, primary screen, RecBCD inhibitor project, absorbance, with phage, HTS; inhibition, % at 11.9 µM; AID 651602, 2012; 360,000 tested, 0.26% active; in the data active = inhibition above about 11%
MITF TRPM1 HTS: activators of MITF-driven TRPM1 promoter reporter, primary screen, cell-based, SK-MEL-5, luciferase, single point; 300,000 tested, 0.75% active; AID 588334, 2011; activation, % at 12.5 µM; SK-MEL-5 TRPM1-promoter luciferase, 24 h; % of positive control, neutral wells = 0;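 active = mean activation of at least 80% with every replicate also reaching 80%; inconclusive = mean reaches 80% but some replicate falls short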;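 note: 0% = neutral control wells and 100% = parthenolide positive control wells; values of inactives mirror those of a sister screen read the other way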
SR-BI DiI-HDL act: activators of SR-BI mediated DiI-HDL uptake, primary screen, ldlA[mSR-BI] CHO cells, DiI fluorescence; 3 h; 100 = double the neutral-control signal; activation, % at 12.5 µM; 320,000 tested, 0.096% active;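 active = mean replicate activation of at least 60% and every replicate at or above 60%; inconclusive = mean or all-replicate condition met, but not both; inactive = mean below 60% and not all replicates reaching 60%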;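 note: 0% = median plate neutral-control signal and 100% = twice that signal; values of inactives mirror those of a sister screen read the other way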
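Material – SR-BI-overexpressing, LDLR-lacking CHO cells · Medium – BSA-supplemented, HEPES-buffered Ham's F12, pH 7.4 · Doses – single concentration · Times – compound with DiI-HDL co-incubation, 3 h at 37 °C · Measured by – bottom-read fluorescence, 550/595 nm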
Tat transport: E. coli Tat export inhibitors, primary screen, MC4100, TorA-mCherry reporter, fluorescence, single point; inhibition, % at 10 µM; 340,000 tested, 0.036% active; AID 488895, 2010;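 active = mean replicate inhibition at least 50% and at least half of replicates individually reaching 50%; inconclusive = only one of the two criteria met; inactive = neither criterion met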;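 note: exported cargo escapes ClpAP degradation while cytoplasmic cargo is degraded and loses fluorescence; 0% = median of neutral control wells and 100% = median of NaSCN control wells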
AddAB inh: growth inhibition of E. coli expressing H. pylori AddAB, primary screen, AddAB inhibitor project, absorbance. inhibition, % at 11.9 µM. 330,000 tested, 0.29% active. AID 435030, 2010; in the data active = inhibition above about 12%;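 note: 0% = vehicle wells of infected cells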
Ecoli viability: E. coli V3065 growth inhibition, primary screen, counter-screen for AddAB inhibitor project, absorbance, OD600 | inhibition, % at 11.9 µM | 330,000 tested, 0.27% active | 18 h;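 active = inhibition above the campaign's mean inhibition across all tested compounds plus 3 SD, cut at about 9.9% in these data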;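 note: uninfected addAB+ strain grown without phage in ampicillin broth; 0% = DMSO wells and 100% = ciprofloxacin 0.95 µg/ml wells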
Wnt act: Wnt/beta-catenin pathway activators, primary screen, cell-based, plate reader, single point | AID 743398, 2014 | 300,000 tested, 1.2% active | Wnt/beta-catenin reporter cell assay, activator | activation, % at 9.35 µM; in the data active = activation above about 30%, passing the limit was not always enough; inconclusive = no clear call, values can overlap the other calls;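 note: 0% = neutral control wells and 100% = positive control wells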
* = called active by the depositor; ? = inconclusive; . = not tested or not shown.

SMILES	CAL PDZ FP-1	CAL PDZ FP-2	SR-BI HDL uptake	phage Ecoli inh	MITF TRPM1 HTS	SR-BI DiI-HDL act	Tat transport	AddAB inh	Ecoli viability	Wnt act
CCN(CC)CCNC(=O)c1[nH]c2ccc(OCc3ccccc3)cc2c1C	-2.6	-5	-20	4.0	5	20	-9	-0.7	-0.7	-1
Cc1ccc(CNC(=O)CSc2nc3c(sc4ccccc43)c(=O)n2CCCN2CCCC2)cc1	3.7	-8	-12	4.3	-43	12	0	1.0	0.6	-1
Cc1ccccc1C(=O)NNC(=O)C1CCCN(c2ncccn2)C1 (centres undefined)	-2.2	-1	-10	-0.7	0	10	0	1.1	-1.6	-4
N#Cc1ccc(-c2csc(NC(=O)c3ccc(N4C(=O)CCC4=O)cc3)n2)cc1	-1.7	-2	18	-1.4	6	-18	3	1.0	1.0	-2
CCCNC(=O)Cn1cccc1C(=O)c1ccccc1	-0.1	-4	3	4.2	0	-3	-12	3.8	0.7	.
N=C(N)SCc1nc2ccccn2c1Br	-2.3	0	-45	-0.7	-1	45	-8	-0.8	-0.9	-2
COC(=O)CSc1nc2c(c(-c3ccc(O)cc3)c1C#N)CCCC2	-0.4	3	8	3.3	3	-8	7	2.9	-1.1	0
CCC1CCCCN1c1cc(C)nc2cc(-c3cccc(C)c3)nn12 (centres undefined)	-0.5	-3	59	1.5	6	-59	2	1.0	-0.3	.
CN(Cc1ccccc1)C(=O)CN1C(=O)NC2(CCCC2)C1=O	-1.0	-1	-24	1.5	-5	24	0	0.8	0.3	1
O=C(NCc1cccnc1)C1CC(c2cccc(Br)c2)=NO1 (centres undefined)	0.6	-5	4	4.2	.	-4	-3	4.7	0.2	-1
CCCCC(=O)Nc1cc([N+](=O)[O-])ccc1Cl	-0.4	-1	2	3.9	0	-2	9	1.5	1.9	-1
O=C(COC(=O)CNC(=O)c1ccccc1F)Nc1ccc(Cl)cn1	-0.4	-2	-14	0.5	-1	14	-6	0.2	1.7	0
CCSc1nc2sc3c(c2c(=O)n1C1CCCCC1)CCN(C)C3	-0.4	-5	-9	-1.4	3	9	9	.	.	.
CCOC(=O)/C=C/[C@H]1CC2(CCO1)SCCCS2	-0.2	4	-7	1.9	71	7	2	2.7	1.5	26
CC1CN(c2cc3nccnc3cc2F)CC(C)O1 (centres undefined)	-2.8	-3	-24	.	6	24	-18	1.7	-0.9	-1
COc1ccc(N2CCN(C3CC(=O)NC3=O)CC2)cc1 (centres undefined)	-1.6	0	11	3.2	-10	-11	2	0.6	2.6	.
COc1ccc2[nH]c3nc(SCC(=O)Nc4cccc(NC(C)=O)c4)nnc3c2c1	-1.1	-6	20	2.3	.	-20	-6	-0.4	-2.0	2
CCC(C)Nc1nc2c(c(=O)n(C)c(=O)n2C)n1Cc1ccc(Cl)cc1 (centres undefined)	0.3	.	0	2.2	-2	0	6	-0.5	0.3	-3
CCCCn1c(N)c(N(CC(C)C)C(=O)c2ccc(F)c(S(=O)(=O)N3CCOCC3)c2)c(=O)[nH]c1=O	-0.7	-4	-19	-2.9	2	19	-12	0.5	1.5	-2
Cc1ccc2c(c1)c1c(n2CC(O)Cn2ccnc2C)C(=O)CCC1 (centres undefined)	-1.4	-1	.	1.8	-4	.	3	1.0	0.7	.
COC(=O)c1ccc(CSc2nncn2C)cc1	.	-1	-18	-1.1	47	18	4	-0.8	0.2	.
Cc1ccc(N(CC(=O)NC2CCCCCC2)S(=O)(=O)c2c(C)nn(C)c2C)cc1	-0.7	-5	2	3.6	2	-2	1	5.0	0.4	-2
CC1CCCN(Cc2nc3c(c(=O)n(C)c(=O)n3C)n2CC(=O)c2ccccc2)C1 (centres undefined)	-2.8	.	-43	3.9	.	43	0	0.0	0.1	-5
Cc1ccc(/C=N/NS(=O)(=O)c2ccc([N+](=O)[O-])cc2)o1	0.6	3	-1	3.0	0	1	3	3.0	-2.4	.
Cc1nc(C)c(CC(=O)N2CCc3c([nH]c4ccccc34)C2c2ccccn2)s1 (centres undefined)	-2.5	-1	15	-0.9	-19	-15	5	1.3	0.9	-3
COc1cc2c(C#N)c(N3CCc4ccccc4C3)nc(N)c2c(N)n1	-1.0	-1	30	1.2	13	-30	6	-1.2	-2.5	-3
CCCC(=O)Nc1c2c(nn1-c1ccc(C)cc1)CS(=O)(=O)C2	-0.2	1	-15	2.6	-4	15	1	0.3	1.3	4
N#C/C(C(N)=O)=c1/ccc2c(c1)N1C3=C(CCCC3)CC3CCCCC31N=2 (centres undefined)	.	.	?	1.9	.	-81	-1	0.7	-1.1	12
CCN1C(=O)[C@@H]2[C@@H](c3ccc(-c4ccc(OC)cc4)c(OC)c3)N3CCC[C@@]3(C(=O)OC)[C@@H]2C1=O	-4.8	-10	4	1.7	-5	-4	4	-1.1	-1.4	-4
COc1ccc(OCCCC(=O)Nc2cccnc2)cc1	0.2	-1	3	3.8	-1	-3	7	3.1	0.2	.
Cc1cc(C)nc(Nc2n[nH]c(-c3cccc4ccccc34)n2)n1	-2.0	-1	48	-1.0	15	-48	28	1.0	-0.6	17
CC(C)(C)NCC(O)(c1ccc(Cl)cc1)c1ccc(Cl)cc1	-2.1	-4	17	.	5	-17	2	3.5	1.9	.
CCOc1cc(CNCc2ccccn2)cc(Cl)c1OCC	-0.1	-4	10	-3.3	3	-10	-1	4.9	-3.5	-3
CCCCCCCNC(=O)C1(CC2CC(c3ccc(Cl)cc3)=NO2)CCN(C(=O)CCCCCBr)CC1 (centres undefined)	0.0	-2	14	0.2	-4	-14	16	2.1	-2.7	-5
Cc1sc2nc(CSC(C)C(=O)NC3(C#N)CCCCC3)[nH]c(=O)c2c1C (centres undefined)	-1.5	0	1	1.4	0	-1	4	.	.	1
Cc1cc(SCC(=O)c2cccs2)n2nc(C)c(-c3ccccc3)c2n1	-0.8	3	27	-1.1	-7	-27	7	-0.2	-6.4	1
Cc1cc(=O)oc2c3c(cc(OCC(=O)NCCCn4ccnc4)c12)OC(C)(C)CC3	-0.5	-5	49	0.2	.	-49	0	3.5	1.0	-1
O=C(NCCCn1ccnc1)C(=O)c1cn(CC(=O)N2CCCCCC2)c2ccccc12	-1.1	10	9	1.3	17	-9	3	0.6	-0.8	2
CCCCN(C)CCCNC(=O)CC1Oc2ccccc2NC1=O (centres undefined)	-0.3	-2	-2	2.7	-14	2	-8	2.2	-3.2	-4
COc1ccc(Cn2c(=S)[nH]c3cc(C(=O)NCc4cccnc4)ccc3c2=O)cc1	-0.7	-4	-5	1.8	5	5	2	0.2	-0.9	0
N#CC(CC(=O)c1ccc(F)cc1)c1ccc2c(c1)OCO2 (centres undefined)	-1.1	-4	-9	1.8	6	9	-3	0.9	0.3	-1
CCOc1ccc(N(CC(=O)NC2CCCC2)S(=O)(=O)c2c(C)[nH]c(=O)[nH]c2=O)cc1	-0.9	.	.	-1.0	1	.	-17	0.7	-1.6	-4
CCOC(=O)c1csc(NC(=O)CN2CCCCC2)n1	-0.2	-5	4	0.5	11	-4	-2	1.7	-1.4	1
CC(C)CN(C(=O)CN(C)CC(=O)Nc1ccc(Cl)c(C(F)(F)F)c1)c1c(N)n(CC(C)C)c(=O)[nH]c1=O	-0.4	-1	-1	4.4	0	1	13	-1.0	-1.8	-4
CC1=NNC(=O)C1CCC(=O)N/N=C\c1ccc(Cl)c(Cl)c1 (centres undefined)	-2.9	-4	-14	4.1	-2	14	5	2.9	-0.6	-1
COc1cc(OC)nc(Oc2ccccc2/C=N/O)n1	0.4	0	.	2.8	.	.	-2	2.4	-1.3	22
O=C(Cc1csc(NC(=O)Nc2ccc(Cl)cc2)n1)NCc1cccnc1	-4.3	-5	35	4.9	43	-35	-3	1.3	0.8	12
O=C1C(Cl)=C(N2CCCCC2)C(=O)N1c1ccccc1	0.3	0	20	-0.9	-10	-20	0	5.5	-0.1	.
CCN(CC)S(=O)(=O)c1ccc(N2CCOCC2)c(NC(=O)Cc2ccccc2F)c1	-3.2	-1	-1	2.8	-7	1	-5	2.9	2.3	-2
Cc1noc(C)c1COC(=O)c1ccccc1NC(=O)Cc1ccccc1	-1.8	4	-6	1.9	.	6	4	0.8	-1.7	.

An excerpt from above in order of the Wnt act value, largest number first.
Structure,Wnt act
COc1cc(OC)nc(Oc2ccccc2/C=N/O)n1,22
N#CC(CC(=O)c1ccc(F)cc1)c1ccc2c(c1)OCO2 (centres undefined),-1
CC(C)CN(C(=O)CN(C)CC(=O)Nc1ccc(Cl)c(C(F)(F)F)c1)c1c(N)n(CC(C)C)c(=O)[nH]c1=O,-4

Remaining list, next part:
SMILES	CAL PDZ FP-1	CAL PDZ FP-2	SR-BI HDL uptake	phage Ecoli inh	MITF TRPM1 HTS	SR-BI DiI-HDL act	Tat transport	AddAB inh	Ecoli viability	Wnt act
O=S1(=O)CCC(N=Nc2c(O)n(Cc3ccccc3)c3ccccc23)C1 (centres undefined)	-1.0	-5	11	-2.2	-7	-11	-5	1.3	2.0	-2
O=C1C(=O)N(CCCn2ccnc2)C(c2ccc(Cl)cc2)/C1=C(\O)c1ccc2c(c1)OCCO2 (centres undefined)	-2.4	-3	2	1.5	1	-2	-7	1.2	-0.3	-2
Cc1c(NC(=O)COC(=O)c2cc3c4ccccc4n(C)c3s2)c(=O)n(-c2ccccc2)n1C	-0.7	-3	22	1.9	-30	-22	12	-0.8	-1.1	3
Cc1ccccc1NC(=O)NCCCN1CCCC1=O	0.2	-1	-35	0.9	-7	35	2	-0.7	0.1	3
CCn1c(COc2ccc(Cl)cc2)nnc1SCC(=O)Nc1ccc2c(c1)OCCO2	-0.7	1	6	2.2	-5	-6	1	3.2	0.0	0
Cc1n[nH]c(C)c1CCN(C)Cc1cn(C)nc1-c1ccc2c(c1)OCCO2	-0.3	102*	-4	3.0	3	4	-14	0.4	-1.4	2
O=C(NCc1cccs1)C1CCCN(c2nc3ccccc3o2)C1 (centres undefined)	-0.8	3	4	0.8	14	-4	5	-0.1	-2.4	-2
CCCN1CCN(C(=O)Cn2cccc2C(=O)c2ccccc2)CC1	0.1	-2	-3	1.7	-2	3	-3	1.7	1.2	.
O=C(COc1ccc(Cl)cc1Cl)N/N=C1\CCCc2ccccc21	-1.2	-3	9	1.7	8	-9	-6	2.1	1.5	10

Not a hit list. Share with any hit: about 3.6%.
